MITF inh: blocks human microphthalmia-associated transcription factor; O75030; 0.91% of 650,000 active; AID 1259374; AlphaScreen MITF homodimerization, bead proximity signal; inhibition, % at 2.6 µM; in the data active = inhibition above about 50%;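 also: 0% = vehicle wells with protein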
Target sequence (O75030 whole entry, looked up): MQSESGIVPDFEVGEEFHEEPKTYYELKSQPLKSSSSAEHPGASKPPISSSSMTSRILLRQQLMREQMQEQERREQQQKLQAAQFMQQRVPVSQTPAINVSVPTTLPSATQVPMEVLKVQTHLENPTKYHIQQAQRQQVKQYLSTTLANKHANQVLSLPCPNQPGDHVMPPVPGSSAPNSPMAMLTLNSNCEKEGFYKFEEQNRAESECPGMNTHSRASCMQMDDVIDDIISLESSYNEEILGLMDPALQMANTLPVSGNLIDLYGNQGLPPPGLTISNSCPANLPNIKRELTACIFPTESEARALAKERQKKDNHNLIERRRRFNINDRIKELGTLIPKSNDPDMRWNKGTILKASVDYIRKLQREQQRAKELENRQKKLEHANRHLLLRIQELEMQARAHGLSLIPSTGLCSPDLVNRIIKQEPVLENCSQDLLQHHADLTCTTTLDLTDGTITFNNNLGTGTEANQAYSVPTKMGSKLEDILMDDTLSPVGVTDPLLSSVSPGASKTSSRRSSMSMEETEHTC
GPR151 ag: human GPR151 activation; PathHunter beta-arrestin GPR151 cells, luminescence; 1% of 650,000 active; activation, % at 11.2 µM; Q8TDV0; AID 1508602; in the data active = activation above about 4.9%;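 also: 0% = median of compound wells and 100% = cells with positive control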
Target sequence (Q8TDV0 whole entry, looked up): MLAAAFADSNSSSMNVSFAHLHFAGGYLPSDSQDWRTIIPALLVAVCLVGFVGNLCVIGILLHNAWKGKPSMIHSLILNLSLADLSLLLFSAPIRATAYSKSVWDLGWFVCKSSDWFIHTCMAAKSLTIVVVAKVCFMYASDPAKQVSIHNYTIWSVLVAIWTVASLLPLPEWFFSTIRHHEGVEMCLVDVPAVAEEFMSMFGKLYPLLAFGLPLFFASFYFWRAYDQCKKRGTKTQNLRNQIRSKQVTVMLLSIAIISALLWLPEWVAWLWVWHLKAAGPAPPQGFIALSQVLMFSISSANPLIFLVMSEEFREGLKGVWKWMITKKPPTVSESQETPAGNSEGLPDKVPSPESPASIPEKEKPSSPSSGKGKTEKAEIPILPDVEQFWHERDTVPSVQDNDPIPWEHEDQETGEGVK
TEAD-YAP block: TEAD-YAP interaction inhibition; HEK-TIYL cells, TEAD-Gal4/YAP UAS-luciferase luminescence; inhibition, % at 9.12 µM; 1.4% of 640,000 active; in the data active = inhibition above about 32%;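 also: 0% = median of test compound wells and 100% = reference inhibitor wells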
FBW7 activator: activators of human E3 ligase FBW7. 0.13% of 650,000 active. Q969H0. normalized activity (activation), % at 26.1 µM. AID 1259310. AlphaScreen FBW7–phospho-cyclin E peptide binding, activator screen; in the data active = normalized activity above about 1.9%;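 also: purified mutant Fbw7 with reduced substrate affinity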
Numbers without * were called inactive; & = joins results of further samples.

SMILES	MITF inh	GPR151 ag	TEAD-YAP block	FBW7 activator
O=C(Nc1ccc(Cc2ccncc2)cc1)c1cccc2nccnc12	6.4	-0.1	10.2	-0.2
CCOC(=O)c1c(C(F)(F)F)nc2ccc(I)cn12	-9.2	-1.0	-5.6	0.0
COc1ccc(C(c2nnnn2CC2CCCO2)N2CCN(C3CCCC3)CC2)cc1 (stereo not given)	-1.5	0.0	-6.2	0.2
O=C(NCc1ccccc1Cl)c1ccc2c(c1)ncn2-c1ccc(F)c(F)c1	-1.6	0.3	-4.6	0.0
COc1ccc2ccccc2c1/C=N/Nc1ccc(S(N)(=O)=O)cc1[N+](=O)[O-]	-7.0	-1.2	-2.4	-0.2
O=C(O)c1ccc(/C=C2\SC(=S)N(CCS(=O)(=O)O)C2=O)cc1	12.7	-11.6	-5.5	-0.5
COc1ccc(Cl)cc1N(CC(=O)N1CCC(Cc2ccccc2)CC1)S(=O)(=O)c1ccccc1	3.8	0.3	6.1	-0.2
CCCCNC(=O)C1CCN(S(=O)(=O)c2cnc[nH]2)CC1	11.6	0.2	-2.6	-0.1
CSc1cccc(NC(=O)C2C3C=CC4(O3)C2C(=O)N(CCCN2CCCCC2)C4C(=O)NC2CCCCC2)c1 (stereo not given)	12.0	-0.9	3.1	0.2
Cc1ccc(NC(=O)c2ccc3c(c2)C(=O)N(N2C(=O)c4ccccc4C2=O)C3=O)cc1C	8.8	-0.1	2.7	0.8
O=C1NC2(CCN(Cc3ccccc3)CC2)Nc2ccccc21	0.1	0.5	-1.7	-0.1
C=CCNC(=O)/C(=C\C=C\c1ccccc1)NC(=O)c1ccccc1Cl	11.9	0.7	12.0	0.1
O=[N+]([O-])c1ccc2[nH]cc(S(=O)(=O)NN3CCOCC3)c2c1	-3.1	1.3	11.3	0.1
CCCCc1ccc(C2=N/C(=C\c3ccco3)C(=O)O2)cc1	8.5	-0.1	0.5	0.0
COc1ccc(-n2nc3c(c2NC(=O)c2cccc([N+](=O)[O-])c2C)CS(=O)C3)cc1 (stereo not given)	-15.4	1.5	1.6	-0.1
CNC(=O)Cn1cc2c(n1)-c1c(oc(C(=O)N3CCCC3)c1C)CC2	0.2	-0.5	-6.0	-0.1
O=C1c2cccc3cccc(c23)C(=O)N1CC1CO1 (stereo not given)	16.8	0.5	-9.5	0.3
Cc1ccc(-c2cn3c4ccccc4nc3n2CCCN2CCCCC2)cc1	7.7	-1.7	3.4	1.6
Cc1ccc(N2C(=O)c3ccc(Oc4cccc(N)c4)cc3C2=O)cc1Cl	-5.9	0.3	-8.1	0.0
N#Cc1c2c(c(-n3ccnc3)n3c1nc1ccccc13)CCC2	6.6	1.9	4.9	0.2
COc1ccccc1/C=N/NC(=O)C(=O)Nc1ccc(F)cc1	0.6	1.9	-19.9	-0.1
CCc1n[nH]c(=S)n1/N=C/c1ccccc1Br	-18.9	-1.2	-8.7	-0.2
O=C1NCCN/C1=C/C(=O)c1cccc(Br)c1	-20.0	-1.2	-50.9	0.0
Cn1c(C2CCC(CNC(=O)c3cc(C4CC4)on3)CC2)nc2ccccc21 (stereo not given)	10.2	0.9	5.8	0.1
CC(=O)c1ccc(N(C)C)c2c(N(C)C)cccc12	7.9	-1.2	-14.4	-0.1
Cc1noc(C)c1-c1nccc(NC2CC2)n1	11.4	-0.3	1.9	0.1
CCOc1ccc(OCC)c(NS(=O)(=O)c2ccc3c(c2)CCC(=O)N3)c1	9.6	0.7	-6.0	-0.1
C=CCNc1nnc(-c2cc3ccc(N(CC)CC)cc3oc2=O)s1	-7.8	1.1	-35.2	0.6
CCC(C)CC(=O)Nc1nc2c(s1)C(=O)CC(C(=O)N(CC)CC)C2 (stereo not given)	-24.0	-0.3	10.1	-0.1
CCOC(=O)C1=C(O)/C(=C/c2ccc(OC)cc2)SC1=Nc1ccc(C)cc1	19.8	-1.1	-0.5	0.0
COc1ccc(/C=N/NC(=O)c2ccc(Cl)cc2)c(C(=O)O)c1OC	-7.1	-0.8	-6.5	-0.1
O=C(Nc1sc2c(c1C(=O)O)CCC2)c1cccc(Cl)c1	-4.5	-5.8	17.9	0.0
COc1ccc(CNCC2OCCc3ccccc32)c(OC)c1 (stereo not given)	1.5	-0.7	7.0	-0.3
Nc1nccc(-c2ccc3nc(C4COc5ccc(C(=O)NCCc6ccccn6)cc5C4)[nH]c3c2)n1 (stereo not given)	11.0	0.6	-6.0	9.0*
CN(C)CCNc1nc2c(c(=O)[nH]c(=O)n2C)n1Cc1ccc(F)cc1	8.8	1.3	-9.3	0.7
O=C(c1ccco1)N1CCc2ccc(NC(=O)C3(c4ccccc4)CCOCC3)cc21	-8.9	8.4*	-3.8	0.0
CCCNC(=O)C1C2C=CC3(CN(Cc4ccc(C)cc4)C(=O)C13)O2 (stereo not given)	1.2	-0.2	2.3	-0.1
CC(=O)c1cccc(NC(=O)c2ccc(-c3ccccc3[N+](=O)[O-])o2)c1	3.7	0.5	-89.2	-0.1
CCOC(=O)c1c(NC(=O)C2CC2)sc2c1CC(C)(C)OC2	9.0	1.5	-2.3	0.1
CCN(CC)c1ccc(C2C(C(=O)OCCc3ccccc3)=C(C)NC3=C2C(=O)CC(c2ccc(OC)cc2)C3)cc1 (stereo not given)	-6.8	-0.4	-9.8	-0.2

Record cards, from the list above:
`CCc1n[nH]c(=S)n1/N=C/c1ccccc1Br` across the screens: MITF inh: -18.9; GPR151 ag: -1.2; TEAD-YAP block: -8.7; FBW7 activator: -0.2
`Nc1nccc(-c2ccc3nc(C4COc5ccc(C(=O)NCCc6ccccn6)cc5C4)[nH]c3c2)n1` (stereo not given) across the screens: MITF inh: 11.0; GPR151 ag: 0.6; TEAD-YAP block: -6.0; FBW7 activator: 9.0*

Remaining list, next part.
SMILES	MITF inh	GPR151 ag	TEAD-YAP block	FBW7 activator
CC1CCc2sc(NC(=O)Cc3ccccc3)c(C#N)c2C1 (stereo not given)	6.4	2.5	2.9	0.0
CCOC(=O)c1ccc(NC(=O)CSc2nc3c(c(=O)n2C)SCC3)cc1	-1.7	1.1	-8.3	0.0
O=C(Nc1cccc(C(F)(F)F)c1)c1ccc(F)c(S(=O)(=O)N2CCCc3ccccc32)c1	-9.0	0.7	2.3	0.0
Cc1nc2c(-c3ccccc3)c(C)nn2c(NCCCN2CCCC2=O)c1C	9.7	-1.1	14.6	0.4
CCN(CC)c1nc(Cl)nc(NC2CCN(Cc3ccccc3)CC2)n1	0.7	2.0	7.7	0.0
COc1cccc(OCCCCN2CC(C)OC(C)C2)c1 (stereo not given)	21.6	0.1	-5.1	-0.2
Cc1nc2nc(SCC(=O)NC(C)(C)C)nn2c(C)c1Cc1cccc(Cl)c1	3.5	4.7	8.4	-0.2
O=C1NC(=S)S/C1=C/c1ccc(-c2ccc3c(c2)COC3=O)o1	14.0	-0.4	-7.2	0.4
CCS(=O)(=O)NC(C)C(c1cccs1)N1CCN(c2ccccc2)CC1 (stereo not given)	11.8	-0.4	1.9	0.3
Cc1ccc2sc(-c3ccc(NCc4ccccc4OCC(=O)N4CCOCC4)cc3)nc2c1	18.9	1.2	-29.2	0.6
COc1ccccc1C(=O)Nc1c2c(nn1-c1ccc(C)cc1)CS(=O)C2 (stereo not given)	-103.7	4.3	-9.9	-0.2
Cc1cc(=O)oc2cc(OCC(=O)N3CCCC3)ccc12	-1.1	1.3	-6.3	0.0
CCOC(=O)C1CCCN(C(=O)c2ccc3c(=O)n(CCOC)c(=S)[nH]c3c2)C1 (stereo not given)	-7.6	1.5	11.5	-0.1
CN(Cc1ccc(C(F)(F)F)cc1)Cc1nc(-c2ccccn2)no1	-6.0	-1.2	10.1	0.2
Cn1cc(-c2[nH]nc3nc(-c4ccc(CN)cc4)ccc23)cn1	-6.1	0.1	16.7	-0.2
CCOc1ccc(Nc2ccc(S(=O)(=O)NC)cc2[N+](=O)[O-])cc1	13.6	-1.9	-3.2	0.2
CN(CC(=O)NC1CCCCC1)S(=O)(=O)c1cccs1	-12.3	1.8	-15.7	0.1
N#CC1=C(N)N(c2ccc(Cl)cc2)C2=C(C(=O)CCC2)C1c1cccnc1 (stereo not given)	-1.4	-0.1	-5.3	0.0
Cc1cccc(N(CC(=O)Nc2ccc(S(=O)(=O)N3CCCCC3)cc2)S(C)(=O)=O)c1C	-1.1	0.4	3.1	0.0
O=C(CCl)Nc1cc(S(=O)(=O)N2CCOCC2)ccc1O	8.7	0.0	2.2	-0.1

Molecules above containing a furan ring, fused or not (5):
SMILES	MITF inh	GPR151 ag	TEAD-YAP block	FBW7 activator
CCCCc1ccc(C2=N/C(=C\c3ccco3)C(=O)O2)cc1	8.5	-0.1	0.5	0.0
CNC(=O)Cn1cc2c(n1)-c1c(oc(C(=O)N3CCCC3)c1C)CC2	0.2	-0.5	-6.0	-0.1
O=C(c1ccco1)N1CCc2ccc(NC(=O)C3(c4ccccc4)CCOCC3)cc21	-8.9	8.4*	-3.8	0.0
CC(=O)c1cccc(NC(=O)c2ccc(-c3ccccc3[N+](=O)[O-])o2)c1	3.7	0.5	-89.2	-0.1
O=C1NC(=S)S/C1=C/c1ccc(-c2ccc3c(c2)COC3=O)o1	14.0	-0.4	-7.2	0.4

Looked up above.
`N#CC1=C(N)N(c2ccc(Cl)cc2)C2=C(C(=O)CCC2)C1c1cccnc1` (stereo not given) – TEAD-YAP block = -5.3
`COc1cccc(OCCCCN2CC(C)OC(C)C2)c1` (stereo not given) – TEAD-YAP block = -5.1
`CCS(=O)(=O)NC(C)C(c1cccs1)N1CCN(c2ccccc2)CC1` (stereo not given) – GPR151 ag = -0.4
`Cc1nc2nc(SCC(=O)NC(C)(C)C)nn2c(C)c1Cc1cccc(Cl)c1` – GPR151 ag = 4.7
`Cn1cc(-c2[nH]nc3nc(-c4ccc(CN)cc4)ccc23)cn1` – GPR151 ag = 0.1

(continued)
SMILES	MITF inh	GPR151 ag	TEAD-YAP block	FBW7 activator
O=C(NCc1ccccc1)c1ccc2c(c1)N(Cc1ccccc1)C(=O)CS2=O (stereo not given)	3.3	1.0	2.9	0.8
CCC1C(=O)NCCN1C(=O)CCc1nnc(-c2ccc(-c3ccccc3)cc2)o1 (stereo not given)	-10.4	-1.8	-43.0	-0.1
CCc1ccc(-c2cc(C(=O)NCCc3ccccc3)c3ccccc3n2)cc1	-2.6	-0.9	-7.8	0.1
CC(C)C(=O)Nc1c(C(=O)Nc2ccccc2F)oc2cccnc12	-10.5	-1.5	-10.9	0.3
CCC(Oc1ccccc1)c1nnc(N)s1 (stereo not given)	-4.2	1.0	4.7	-0.1
CCN(CC)CC(=O)Nc1ccc2c(c1)Nc1ccccc1CC2	1.6	-1.0	-9.5	-0.1
COc1ccc(CCNc2nc(N3CCc4ccccc4C3)nc3c2ncn3-c2ccccc2)cc1	11.6	2.0	10.5	-0.2
COc1ccc(C)cc1S(=O)(=O)Oc1cccc2cccnc12	-9.7	0.6	-2.9	-0.2
N#Cc1c(N)n(-c2cccc(S(=O)(=O)NCc3ccco3)c2)c2nc3ccccc3nc12	0.1	-0.8	-7.6	0.0
O=[N+]([O-])c1cccc(/C=C/c2ccnc3ccccc23)c1	16.3	0.3	-16.6	-0.7
O=C1C(Cl)=C(Cl)/C(=N/S(=O)(=O)c2ccc(Cl)cc2)c2ccccc21	3.9	0.5	4.4	-0.5
CC1CC(C)CN(C(=O)c2ccc([N+](=O)[O-])s2)C1 (stereo not given)	7.4	-1.2	-1.5	0.0
COc1cccc(C2=CC(c3cc(OC)c(OC)c(OC)c3)n3ncnc3N2)c1 (stereo not given)	10.3	0.3	67.7*	0.1
O=C(O)C1=CCNCC1	6.4&12.7	0.7&-3.9	13.6	0.1&0.2
COc1ccc(C(=O)c2c(N)c(C(=O)Nc3ccccc3C)c3ccccn23)cc1	9.5	1.4	-4.5	0.1
O=C(CCN1C(=O)C2C3CCC(C3)C2C1=O)OCC(=O)c1ccc(Cl)c([N+](=O)[O-])c1 (stereo not given)	-18.5	-1.4	8.4	-0.1
CCN1CCN(CC(=O)Nc2sc3c(c2C(N)=O)CCCC3)CC1	-14.2	0.2	-5.3	-0.1

Ordered by SMILES length (falling): three of the compounds above.
SMILES	MITF inh	GPR151 ag	TEAD-YAP block	FBW7 activator
N#Cc1c(N)n(-c2cccc(S(=O)(=O)NCc3ccco3)c2)c2nc3ccccc3nc12	0.1	-0.8	-7.6	0.0
COc1ccc(C(=O)c2c(N)c(C(=O)Nc3ccccc3C)c3ccccn23)cc1	9.5	1.4	-4.5	0.1
CCN(CC)CC(=O)Nc1ccc2c(c1)Nc1ccccc1CC2	1.6	-1.0	-9.5	-0.1

Compound activity (PubChem)
